PABP1 MLLE inh: inhibitors of microRNA-mediated deadenylation, human PABP1 MLLE binding; AID 588489; hit rate 0.36% among 360,000; GST-MLLE / FITC-PAM2 fluorescence polarization; P11940; inhibition, % at 20 µM; in the data active = inhibition above about 35%, passing the limit was not always enough;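 note: plate controls were DMSO wells with GST-MLLE for no effect and wells lacking GST-MLLE protein for full effect; some results filed as inactive read as strong as hits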
Target sequence (P11940 whole entry, looked up): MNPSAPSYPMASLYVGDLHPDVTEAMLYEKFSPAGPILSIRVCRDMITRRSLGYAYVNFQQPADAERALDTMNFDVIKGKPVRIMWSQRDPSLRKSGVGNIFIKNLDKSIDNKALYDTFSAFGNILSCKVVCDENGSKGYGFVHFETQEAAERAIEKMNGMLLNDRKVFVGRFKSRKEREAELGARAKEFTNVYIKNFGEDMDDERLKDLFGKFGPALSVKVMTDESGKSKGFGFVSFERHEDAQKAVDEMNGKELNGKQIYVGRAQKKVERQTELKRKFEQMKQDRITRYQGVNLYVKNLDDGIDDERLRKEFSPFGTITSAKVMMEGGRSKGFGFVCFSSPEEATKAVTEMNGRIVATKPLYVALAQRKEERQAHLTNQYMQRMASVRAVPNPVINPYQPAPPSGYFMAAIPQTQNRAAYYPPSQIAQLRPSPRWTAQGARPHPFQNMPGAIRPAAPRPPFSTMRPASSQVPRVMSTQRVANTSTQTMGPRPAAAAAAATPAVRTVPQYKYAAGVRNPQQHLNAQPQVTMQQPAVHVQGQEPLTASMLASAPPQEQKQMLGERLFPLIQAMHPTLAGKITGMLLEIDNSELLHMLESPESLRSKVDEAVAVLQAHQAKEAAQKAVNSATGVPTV
Rin1-Abl PPI inh: inhibitors of human Rin1-Abl protein interaction | hit rate 0.4% among 360,000 | TR-FRET Rin1/Abl binding, biochemical | AID 588664 | inhibition, % at 7.35 µM; in the data active = inhibition above about 5%, passing the limit was not always enough
Rpn11 block: blocks the human proteasome subunit Rpn11; O00487; human 26S proteasome, Ub4-pepOG fluorescence polarization; 20S core pre-blocked with epoxomicin; calls only at 20 µM; hit rate 0.59% among 360,000; AID 588493;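 active = inhibition at 20 µM, scaled to each plate's controls, above about 33%, limit read from the data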
Target sequence (O00487 whole entry, looked up): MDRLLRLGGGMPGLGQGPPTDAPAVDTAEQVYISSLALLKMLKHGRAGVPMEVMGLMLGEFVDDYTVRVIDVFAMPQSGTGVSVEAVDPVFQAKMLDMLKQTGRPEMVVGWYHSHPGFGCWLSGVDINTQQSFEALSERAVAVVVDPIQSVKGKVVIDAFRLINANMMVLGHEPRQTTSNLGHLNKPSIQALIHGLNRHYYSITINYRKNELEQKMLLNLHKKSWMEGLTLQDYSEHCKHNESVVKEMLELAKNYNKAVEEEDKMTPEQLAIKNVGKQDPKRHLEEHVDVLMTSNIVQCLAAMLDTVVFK
FAS TE block: blocks the thioesterase domain of human fatty acid synthase; P49327; recombinant FAS-TE, OMFH fluorogenic substrate, fluorescence endpoint; inhibition, % at 15 µM; hit rate 0.67% among 360,000;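 active = compounds whose normalised, plate-corrected inhibition of enzyme fluorescence in the single-dose primary screen is 50% or more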;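 note: 0% = DMSO with enzyme and 100% = substrate without enzyme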
NadD inh: blocks S. aureus nicotinate mononucleotide adenylyltransferase. inhibition, % at 20 µM. purified NadD enzyme, colorimetric absorbance read-out. hit rate 0.78% among 360,000. AID 602399; in the data active = inhibition above about 26%; note: some compounds past the cut are filed as inactive
MT1-MMP act inh: inhibitors of human MT1-MMP activation; HT1080 RFP-PRO-GFP cells, GFP/RFP ratio fluorescence, overnight; percent of plate control window, DMSO zero; hit rate 0.061% among 360,000; AID 651647; GFP/RFP ratio change, % at 20 µM;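 active = GFP/RFP ratio change of at least 30% with cell ATP level not reduced by more than half and red fluorescence within 50% of control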; note: strong numbers were not always called active
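Assay system: HT1080 RFP-PRO-GFP cells. Benchmarks: DMSO vehicle wells and RFP-L50D-GFP reporter cell wells. Times: overnight cell settling, then overnight compound exposure, 37 °C, 5% CO2. Compound: 20 µM single dose, 1% DMSO. Read-out basis: GFP/RFP fluorescence ratio.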
SKN-1 block: inhibitors of C. elegans SKN-1 | C. elegans VP596 Pgst-4::GFP/RFP ratio, acrylamide-induced, 24 h | inhibition, % at 21.8 µM | hit rate 0.49% among 360,000;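 active = interference check ratio from 0.5 to 1.5 plus GFP to RFP signal ratio inhibition reaching or exceeding a fixed threshold, cut at about 30% in these data, passing the limit was not always enough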; note: some compounds called inactive have numbers as strong as hits
Neddyl block: cullin neddylation inhibition. calls only at 25 µM. TR-FRET cullin neddylation, biochemical. hit rate 0.58% among 360,000; in the data active = inhibition above about 36%
CSN deneddyl inh: inhibitors of human CSN-mediated cullin deneddylation; Q92905; Purified CSN, SCF-Nedd8-OG deneddylation, fluorescence polarization; inhibition, % at 12.5 µM; hit rate 0.38% among 360,000;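 active = pattern-corrected inhibition above about 35%, with an unprinted fluorescence ratio check between 0.5 and 1.5, limit read from the data, passing the limit was not always enough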;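 note: 0% = enzyme with substrate and 100% = substrate without enzyme; some results filed as inactive read as strong as hits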
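Material: human Csn5 produced in HEK293T cells; Input: enzyme 0.24 nM; Reagent: SCFSkp2-Nedd8OG substrate at 10 nM final; Dosing: 12.5 µM compound; Incubation: 90 min reaction at room temperature; Detection: fluorescence polarization of the substrate; Evaluation: % inhibition of substrate cleavage by Csn5; Control set: substrate-only high control, full reaction low control.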
Starred values were filed as active, the others as inactive; i = inactive; x = not tested or not shown; + = active, no number.

The line under a structure holds: PABP1 MLLE inh	Rin1-Abl PPI inh	Rpn11 block	FAS TE block	NadD inh	MT1-MMP act inh	SKN-1 block	Neddyl block	CSN deneddyl inh
> Cc1ccc(-n2nc3c(=O)n(C(C)C(=O)NCc4ccc5c(c4)OCO5)nc(C)c3c2C)cc1 (centres undefined)
    9	2	i	4	4	-4	1	i	1
> COc1cc(S(=O)(=O)n2cnc(C)c2)ccc1Br
    8	-4	i	-6	3	3	3	i	-9
> CCN1C(=O)c2cccc3c(S(=O)(=O)Nc4ccccn4)ccc1c23
    4	-3	i	-2	-3	11	9	i	4
> O=C(Cc1ccccc1)Nc1ccc(NC(=O)c2cccnc2)cc1
    4	2	i	-6	-2	-3	19	i	5
> CC1(C)CC(CC(=O)NC(=S)Nc2ccc([N+](=O)[O-])cc2)C(=O)O1 (centres undefined)
    23	-2	i	3	-2	-3	17	i	-1
> CCOC(=O)CNC(=O)N1C[C@H]2CON(C)[C@H]2C[C@H]1c1ccccc1Br
    0	4	i	-5	-4	1	8	i	2
> Cc1ccc(CC(CC(=O)O)C(=O)NCC23CC4CC(CC(C4)C2)C3)cc1 (centres undefined)
    -3	4	i	-2	8	0	8	i	-7
> COc1cccc(NC(=O)c2c([N+](=O)[O-])cnn2C)c1
    3	0	i	-5	-4	-3	1	i	-1
> Cc1cn([C@H]2C[C@H](O)[C@@H](/C=C/C(=O)NCCN3CCOCC3)O2)c(=O)[nH]c1=O
    -1	3	i	-10	1	3	7	i	3
> CCn1c2ccccc2c2cc(CN3CCN(S(=O)(=O)Cc4ccccc4)CC3)ccc21
    -12	2	i	23	8	-2	-2	i	-10
> CCn1cc(C(=O)NCC(=O)OC)c2cc(OC)c(OC)cc2c1=O
    -17	0	i	-10	7	4	4	i	4
> c1ccc(CNc2nc3ccccc3n3cnnc23)nc1
    15	-4	i	-5	-6	6	-12	i	3
> Cn1c(CN2CCCC2)nc2cc(NC(=O)COc3ccccc3)ccc21
    1	0	i	-7	10	1	8	i	0
> CCN(C(=O)CSc1nnc(-c2ccc(OC)cc2)n1C(C)C)C1CCS(=O)(=O)C1 (centres undefined)
    6	5	i	-6	4	2	2	i	5
> CCOC(=O)CN1C(=O)C(CC)Oc2ccccc21 (centres undefined)
    -3	0	i	-9	-4	4	-9	i	1

Reprinted at random: seven compounds from above, in no set order.
The line under a structure holds: PABP1 MLLE inh	Rin1-Abl PPI inh	Rpn11 block	FAS TE block	NadD inh	MT1-MMP act inh	SKN-1 block	Neddyl block	CSN deneddyl inh
> Cc1ccc(-n2nc3c(=O)n(C(C)C(=O)NCc4ccc5c(c4)OCO5)nc(C)c3c2C)cc1 (centres undefined)
    9	2	i	4	4	-4	1	i	1
> O=C(Cc1ccccc1)Nc1ccc(NC(=O)c2cccnc2)cc1
    4	2	i	-6	-2	-3	19	i	5
> CC1(C)CC(CC(=O)NC(=S)Nc2ccc([N+](=O)[O-])cc2)C(=O)O1 (centres undefined)
    23	-2	i	3	-2	-3	17	i	-1
> Cc1cn([C@H]2C[C@H](O)[C@@H](/C=C/C(=O)NCCN3CCOCC3)O2)c(=O)[nH]c1=O
    -1	3	i	-10	1	3	7	i	3
> Cc1ccc(CC(CC(=O)O)C(=O)NCC23CC4CC(CC(C4)C2)C3)cc1 (centres undefined)
    -3	4	i	-2	8	0	8	i	-7
> CCn1c2ccccc2c2cc(CN3CCN(S(=O)(=O)Cc4ccccc4)CC3)ccc21
    -12	2	i	23	8	-2	-2	i	-10
> COc1cccc(NC(=O)c2c([N+](=O)[O-])cnn2C)c1
    3	0	i	-5	-4	-3	1	i	-1

The listing continues:
The line under a structure holds: PABP1 MLLE inh	Rin1-Abl PPI inh	Rpn11 block	FAS TE block	NadD inh	MT1-MMP act inh	SKN-1 block	Neddyl block	CSN deneddyl inh
> COc1ccc(NC(=O)C#Cc2ccccc2)cc1
    3	1	i	7	-8	6	-8	i	1
> COc1ccc(N2CCN(C(=O)c3ccc(NS(=O)(=O)c4ccccc4)cc3)CC2)cc1
    8	-2	i	0	2	-3	5	i	-2
> Nc1nc2ccccc2cc1C(=O)NCc1ccc(Cl)cc1Cl
    x	x	x	8	3	1	13	x	-4
> CN(CC(=O)Nc1ccc(Cl)cc1)Cc1cc(=O)n2ccsc2n1
    1	1	i	-2	0	0	8	i	3
> COc1ccc(N(CC(=O)Nc2cc(C)cc(C)c2)S(=O)(=O)c2ccccc2[N+](=O)[O-])c(OC)c1
    -37	-2	i	25	5	-3	10	i	1
> COc1ccc(C(CC(=O)O)NS(=O)(=O)c2ccc(C)cc2)cc1OC (centres undefined)
    2	1	i	1	-1	5	12	i	-3
> CC(C)(CNC(=O)C1c2ccccc2-c2ccccc21)N1CCOCC1
    2	0	i	-4	-2	-4	8	i	2
> O=C(O)c1ccc(S(=O)(=O)Cc2ccccc2)cc1
    30	0	i	-3	-2	-1	-3	i	1
> COc1ccc(F)cc1C(=O)C1CCCN(Cc2ccc(Oc3ncccn3)cc2)C1 (centres undefined)
    -8	2	i	0	1	-6	-1	i	-17
> COc1ccc(NC(=O)CN2CCOCC2)cc1S(=O)(=O)N1CCCCC1
    7	0	i	-8	4	-2	15	i	-1
> O=C(CCC(=O)c1cccs1)c1cccs1
    -3	0	i	-1	0	-4	23	i	1
> Cc1cc(C(=O)OCC(=O)Nc2sc3c(c2C#N)CCC(C)C3)c2ccccc2n1 (centres undefined)
    -11	0	i	21	19	1	6	i	8
> COc1ccc(S(=O)(=O)N2CCN(Cc3ccc4c(c3)OCO4)CC2)c2ccccc12
    8	0	i	33	-1	10	-6	i	-2
> CSC1=C(C#N)C(C)CC(=O)N1 (centres undefined)
    2	-1	i	-2	-5	0	-4	i	0
> O=C(c1ccc(F)cc1)N1CCN(c2ccc([N+](=O)[O-])c(N3CCOCC3)c2)CC1
    -8	-2	i	-5	-3	1	-5	i	-1
> Cc1cc2c3c(c1)C(C)CC(C)(C)N3C(=O)C2=O (centres undefined)
    7	-5	i	-4	1	-1	-9	i	-3
> COc1cccc(C(C(=O)NCC2CCCO2)N(C(=O)Cn2nnc3ccccc32)c2ccccc2C(C)=O)c1OC (centres undefined)
    11	1	i	-1	-2	-3	-3	i	2
> CC(=O)Nc1cc(-c2cccc(C(=O)N(C)C)c2)cn2c(-c3ccc(F)cc3)cnc12
    -8	-3	i	0	0	-1	-11	i	6
> CCOP(=O)(c1ccc(N(C)C)cc1)C(O)c1ccc(OC)cc1 (centres undefined)
    16	2	i	-5	-3	1	-6	i	1
> COc1ccccc1-c1cc(C(F)(F)F)nc(NCc2ccco2)n1
    -1	-2	i	26	3	-5	-13	i	1
> COc1cc(NC(=S)N2CCN(C(=O)c3ccco3)CC2)c(OC)cc1Cl
    -22	0	i	-11	-1	0	-11	i	-10
> COc1ccccc1NC(=O)CSc1nc2c(sc3ccccc32)c(=O)n1CCN(C)C
    33	-2	i	13	-3	-2	-18	i	0
> COc1ccc(C(C)=O)cc1Cn1c(C)c(C(=O)NCc2cccc(C(F)(F)F)c2)sc1=O
    -13	0	i	22	-2	3	2	i	-8
> Cc1ccc(/C(N)=N/OC(=O)c2cccc(Cn3cc(C(F)(F)F)ccc3=O)c2)cc1
    4	2	i	10	-6	-2	-6	i	0
> C=CCSC1=N/C(=C\c2ccc(C(=O)O)cc2)C(=O)S1
    -11	2	i	-5	-4	0	3	i	-6
> COc1ccc(C2C(C#N)=C(N)OC3=C2C(=O)CC(C)(C)C3)cc1 (centres undefined)
    0	-3	i	-5	2	6	-19	i	0
> CCn1c(=O)c([N+](=O)[O-])c(N2CCN(Cc3ccc4c(c3)OCO4)CC2)c2ccccc21
    6	-3	i	88*	-1	4	-4	i	3
> COc1ccc([N+](=O)[O-])cc1N(CC(=O)N(C)C)S(C)(=O)=O
    0	-1	i	-3	-1	-2	0	i	-8
> CC1(C(=O)NS(=O)(=O)c2cccc(F)c2)CCN1C(=O)c1ccccc1 (centres undefined)
    -9	2	i	-10	-1	-1	7	i	-6
> Cc1ccccc1C(=O)c1cccn1CC(=O)NCc1ccccc1Cl
    4	-3	i	3	-6	0	9	i	-2
> CCN(CC)C(=O)CC(c1ccc(N(C)C)cc1)c1c(O)cc(OC)cc1OC (centres undefined)
    2	0	i	-2	-3	-5	12	i	2
> O=C1Nc2ccccc2NC(c2ccc3c(c2)OCO3)=C1N(Cc1ccc(F)cc1)C(=O)c1ccco1
    x	x	x	6	6	1	6	i	-1
> Cc1cc(C)c(NC(=O)C(C)N2CCCCCC2)c(C)c1 (centres undefined)
    4	-2	i	-7	-9	-2	25	i	-2
> O=C(Oc1ccccc1)c1cccc(COC(=O)c2cnccn2)c1
    -2	0	i	10	-3	2	-10	i	2
> O=S(=O)(NC1CCCCC1Sc1ncccn1)c1ccc(Cl)cc1 (centres undefined)
    2	5	i	0	-3	1	-13	i	-3
> CCOc1cc(/C=N/NC(=O)c2ccncc2)ccc1OS(C)(=O)=O
    11	-3	i	-8	-5	0	-1	i	-1
> Cc1ccc(-n2c3nc(=O)[nH]c(=O)c-3cc3cc([N+](=O)[O-])ccc32)cc1
    -87	-3	i	-4	6	7	11	i	-3
> O=C(CC1CCCC1)NNC(=O)c1ccc(F)cc1
    -1	-3	i	-11	-5	1	6	i	0
> COc1ccc(/C=N/NC(=O)c2[nH]c3ccc(Cl)cc3c2-c2ccccc2)c(C(=O)O)c1OC
    7	-2	i	-6	12	1	16	+	5
> CCOC(=O)c1ccc(NC(=S)NN)cc1
    -16	1	i	-3	-15	-2	-33	i	-2
> O=C(Nc1cccc(Cc2ccccc2)c1)Nc1cccc2[nH]c([C@@H]3O[C@H](CO)[C@@H](O)[C@H](O)[C@H]3O)nc12
    -15	0	i	6	-1	5	-16	i	0
> CC[C@@H](C)[C@@H](C(=O)N1CCN(C(=O)OC(C)(C)C)CC1)n1cc(CCC(=O)O)nn1
    6	3	i	-9	-6	2	-7	i	-4
> Cc1ccnc(NC(=O)Cn2c(=O)oc3ccccc32)c1
    -10	-1	i	-3	-1	-3	-18	i	1
> COCC(=O)N(Cc1cc2cc(OC)ccc2[nH]c1=O)c1ccccc1
    -3	-3	i	-3	0	2	14	i	-3
> CCCS(=O)(=O)NC(=O)C1(C)CCCN(C(=O)COc2ccc(Cl)cc2Cl)C1 (centres undefined)
    -10	2	i	-3	5	7	-4	i	-2
> Cc1ccc(-n2nc(C(=O)N3CCN(C)CC3)c3c4ccccc4n(C)c3c2=O)cc1
    -4	4	i	-12	-4	-5	-11	i	-1
> CCN1C(=O)C(CC(=O)NCCc2ccccc2)N(NC(=O)c2ccc(Br)cc2)C1=S (centres undefined)
    -12	1	i	6	-5	-2	-12	i	5
> S=C(NN=C(C1CC1)C1CC1)Nc1ccccc1
    -11	-2	i	-7	-5	-1	23	i	3

Taken from above:
MT1-MMP act inh, COc1ccc(S(=O)(=O)N2CCN(Cc3ccc4c(c3)OCO4)CC2)c2ccccc12 : 10
SKN-1 block, COc1ccc(F)cc1C(=O)C1CCCN(Cc2ccc(Oc3ncccn3)cc2)C1 (centres undefined) : -1
